RXFP1 antagonist – antagonists of human relaxin receptor RXFP1; HEK293-RXFP1, relaxin-stimulated cAMP HTRF, 30 min; stronger effect = lower value; activity change, negative = inhibition, % at 57.5 µM; 0.59% of 350,000 active; AID 1259400;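 active means activity change of -60% or lower, but not beyond a set lower limit; inconclusive means change between -60% and -40%, or beyond the set limit; inactive means change above -40%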; further: on the % scale 0 is the no-effect control and ±100 the full control effect
Vif-APOBEC3G blk – Vif-A3G binding inhibition; Q9HC16; HeLa A3G-eYFP + Vif (tagged APOBEC3G with the HIV-1 protein that degrades it), YFP fluorescence, overnight; Potency, µM (highest dose often 46.1 µM), without a hit: at the top dose activity, negative = active, most hits filed as inhibitors; 0.076% of 410,000 active; AID 602310;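 further: potency means the concentration at half of the fitted maximal effect; on the % scale 0 is the no-effect control and ±100 the full control effect; nearly all actives have a fitted effect of over 60% in size; hits raise eYFP signal because A3G escapes Vif-driven loss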
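Read-out is eYFP fluorescence (Ex 488/Em 500-530) from Vif-expressing HeLa A3G-eYFP cells; more signal means A3G escaped Vif-mediated degradation. Cells plated overnight, compound pinned in, incubated overnight at 37 deg C.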
Vif-A3F inh – Vif-A3F binding inhibition; 0.2% of 390,000 active; AID 602313; HeLa A3F-eYFP + Vif (tagged APOBEC3F with the HIV-1 protein that degrades it), YFP fluorescence increase; Potency, µM (series often up to 46.1 µM), without a hit: at the highest dose activity, negative = active; further: potency means the concentration at half of the fitted maximal effect; % of control where 0% means no effect; nearly all actives have a fitted effect of over 65% in size
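HeLa cells stably expressing A3F-eYFP plus Vif, plated and incubated overnight at 37 deg C, then exposed to compounds overnight at 37 deg C. Blocked degradation read as raised yellow fluorescence (Ex 488/Em 500-530).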
RXFP1 agonist – activates the human relaxin receptor RXFP1; HEK293T-RXFP1 cAMP TR-FRET, 30 min; response scale: percent of porcine relaxin response, buffer zero; Potency, µM (highest dose often 57.5 µM), for the others: top-dose activation, most hits filed as activators; 0.3% of 370,000 active; AID 2676; further: potency means the concentration at half of the fitted maximal effect; on the % scale 0 is the no-effect control and ±100 the full control effect; nearly all actives have a fitted effect of over 60% in size; many of its hits are not listed in these tables
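cAMP rise read by TR-FRET after 30 min, 37C compound exposure (up to 58 uM) in RXFP1-transfected HEK293 cells with Ro 20174 present. EC50 from Hill-equation fits, with 29 nM porcine relaxin as 100% and buffer as basal.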
D1 antagonist – human D1 dopamine receptor antagonism; HEK293 TREx D1 cells, calcium flux, dopamine EC80; stronger effect = lower value; activity change, negative = inhibition, % at 10 µM; 3.2% of 360,000 active; AID 504652; in the data active means activity change below about -30%; further: on the % scale 0 is the no-effect control and ±100 the full control effect
Target sequence (P21728 whole entry, looked up): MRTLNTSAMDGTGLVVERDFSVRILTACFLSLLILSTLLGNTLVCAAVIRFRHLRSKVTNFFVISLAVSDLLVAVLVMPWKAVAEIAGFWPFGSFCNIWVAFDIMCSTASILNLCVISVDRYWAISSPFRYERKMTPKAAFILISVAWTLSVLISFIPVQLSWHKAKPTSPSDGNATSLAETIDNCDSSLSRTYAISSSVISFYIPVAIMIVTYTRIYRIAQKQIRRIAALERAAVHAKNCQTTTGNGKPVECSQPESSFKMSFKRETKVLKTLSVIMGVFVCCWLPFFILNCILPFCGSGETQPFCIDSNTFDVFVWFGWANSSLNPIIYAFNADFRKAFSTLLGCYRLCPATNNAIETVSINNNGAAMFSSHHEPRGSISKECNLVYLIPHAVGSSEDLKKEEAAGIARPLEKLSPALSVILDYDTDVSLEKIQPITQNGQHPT
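Tetracycline-induced HEK293 T-REx cells with force-coupled D1 receptor were loaded with a no-wash calcium dye. Compound was added after a 10 s baseline and read kinetically for 180 s; EC80 dopamine was then added and calcium flux followed another 180 s.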
D1 ag – agonists of human D1 dopamine receptor; P21728; HEK293 T-REx D1 cells, calcium flux, agonist mode; activation, % at 2 µM; 1% of 360,000 active; AID 504660; in the data active means activation above about 30%; further: 0% is about no effect
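Inducible HEK293 T-REx D1 cells, force-coupled to calcium signalling, were plated at 4000 cells/well with tetracycline and held overnight at 30 C. After no-wash calcium dye loading, compound-evoked calcium rise over 180 s flagged agonists.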
D1 PAM – human D1 dopamine receptor positive modulation | HEK293 TREx D1 cells, calcium flux, dopamine EC20 potentiation | potentiation, % at 10 µM | 0.036% of 360,000 active; in the data active means potentiation above about 30%; further: 0% is about no effect
GRP78 ERSR act – induces the endoplasmic reticulum stress response in human glioma cells; U87-MG GRP78 promoter luciferase reporter, 16 h; Potency, µM, for inactives: top-dose activation, most hits filed as activators; 0.02% of 420,000 active; AID 602332; further: potency means the concentration at half of the fitted maximal effect; series mostly up to about 76 µM; % of control where 0% means no effect; nearly all actives have a fitted effect of over 35% in size
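ERSR induction read as luciferase luminescence (Bright-Glo, 10 min at room temperature) in stably transfected human U87-MG glioma cells exposed to compounds for 16 h, using GRP78 as sensor.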
D2 potentiator – positively modulates the human D2 dopamine receptor allosterically. HEK293 T-REx D2, calcium flux, EC20 dopamine potentiation. potentiation, % at 10 µM. 0.34% of 340,000 active. AID 485347;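 active means potentiation over 3 SD above the plate norm, cut at about 30% in these data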; further: 0% is about no effect
Target sequence (P14416 whole entry, looked up): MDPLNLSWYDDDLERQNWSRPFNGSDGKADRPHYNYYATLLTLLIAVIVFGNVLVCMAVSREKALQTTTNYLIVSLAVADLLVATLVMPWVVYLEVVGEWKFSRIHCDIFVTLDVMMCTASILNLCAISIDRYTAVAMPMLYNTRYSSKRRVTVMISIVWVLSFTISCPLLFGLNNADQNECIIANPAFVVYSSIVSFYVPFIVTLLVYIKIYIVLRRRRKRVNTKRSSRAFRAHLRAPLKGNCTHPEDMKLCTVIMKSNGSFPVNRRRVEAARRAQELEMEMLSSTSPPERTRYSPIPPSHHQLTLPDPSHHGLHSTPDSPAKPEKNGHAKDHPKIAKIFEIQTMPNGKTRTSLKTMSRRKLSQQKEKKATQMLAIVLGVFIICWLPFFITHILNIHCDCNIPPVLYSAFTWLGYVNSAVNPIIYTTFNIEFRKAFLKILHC
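Using a no-wash calcium dye in inducible, force-coupled HEK293 Trex cells expressing D2, we tracked fluorescence each second for 180 s after compound, then for 180 s after EC20 dopamine to detect augmented signalling.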
* = called active by the depositor; u = inconclusive; x = no result given. Unless noted, the call rests on the fitted dose curve; in most records, active means well fitted curve in the direction sought with a large enough effect; inconclusive means small, poorly fitted or top-dose-only effect, or another doubt; inactive means no such curve, though single readings can be large; an effect the other way counts as inactive or inconclusive. This is a subset; the hit share may differ from the screen's.

SMILES	RXFP1 antagonist	Vif-APOBEC3G blk	Vif-A3F inh	RXFP1 agonist	D1 antagonist	D1 ag	D1 PAM	GRP78 ERSR act	D2 potentiator
O=C(/C=C/c1ccccc1[N+](=O)[O-])NC1CCCC1	-17	0%	-7%	5.0%	x	1	-3	0%	-14
COC(=O)c1cc(CNC(=O)C(C)NS(=O)(=O)c2ccc(C)c(C)c2)ccc1OC (configuration not stated)	4	1%	0%	-1.0%	-14	-1	-4	-6%	0
CCC1CCCCN1C(=S)Nc1ccc(S(=O)(=O)Nc2ncccn2)cc1 (configuration not stated)	2	-4%	-23%	-2.9%	6	4	0	-1%	-2
CN1CCN(c2nc(-c3ccc(Cl)s3)cs2)CC1	-7	1%	1%	0.6%	4	4	-11	3%	-3
CCN1C(=O)CC(N2CCC(C(=O)N3CCCCCC3)CC2)C1=O (configuration not stated)	1	-4%	2%	-3.2%	x	0	0	-1%	0
O=C(NC(=S)Nc1ccc(CN2CCOCC2)cc1)c1ccccc1[N+](=O)[O-]	5	8%	-26%	-2.1%	10	3	-2	4%	x
Cc1cccc(NC(=O)CSc2ccc(-c3ccc4c(c3)OCO4)nn2)c1C	-9	-4%	12%	-1.1%	-15	0	2	3%	6
O=C(Cn1c(=O)oc2ccccc21)Nc1cccc(Cl)c1	x	2%	3%	2.0%	0	3	0	-7%	4
Cc1nc2sc(C)c(C)n2c(=O)c1S(=O)(=O)N1CCN(c2ccccc2F)CC1	12	0%	-9%	7.9%	-29	4	-5	-3%	-5
CCc1ccc(N(CC(=O)Nc2ccccc2C(=O)N2CCCC2)S(C)(=O)=O)cc1	9	-3%	4%	0.5%	12	1	-2	0%	-6
COc1ccc(-c2cc(C(F)F)n3ncc(C(=O)N4CCN5CCCC5C4)c3n2)cc1 (configuration not stated)	4	0%	-3%	3.9%	11	1	1	-1%	0
N#C/C(=C\c1cccs1)C(=O)Nc1ccccn1	-11	-10%	-4%	4.6%	-18	3	5	6%	-1
Cc1ccc(S(=O)(=O)NCCC(=O)NCCOc2ccccc2)cc1	-1	2%	9%	-0.3%	14	1	4	-2%	-4
CCOC(=O)c1c(-c2ccccc2)oc2ccc(NS(=O)(=O)c3ccccc3)cc12	-13	-17%	u	5.0%	14	4	0	12%	7
COc1cccc(OC)c1C(=O)N=c1sc2cc(S(C)(=O)=O)ccc2n1C	-3	-9%	-4%	3.7%	-23	2	-5	-5%	17
Cn1cc([N+](=O)[O-])c(C(=O)n2cccn2)n1	7	0%	-1%	2.2%	14	3	-3	-2%	1
Cc1nn(Cc2cccc(C(=O)O)c2)c(C)c1[N+](=O)[O-]	5	-8%	0%	5.9%	2	1	-3	-2%	-2
O=C1CCC/C(=N/NC(=O)c2ccc(CN3c4cccc5cccc(c45)S3(=O)=O)cc2)C1	2	-1%	1%	0.0%	13	2	-3	0%	-3
O=C1N=C(N2CCN(c3ccccc3)CC2)S/C1=C\c1ccco1	-7	-1%	2%	1.4%	0	10	-4	2%	22
CCOc1ccccc1NC(=O)NS(=O)(=O)c1ccc(C)cc1	-15	0%	-1%	1.9%	-1	1	-2	-2%	1
NC(=O)C1CCN(C(=O)OCc2ccccc2)CC1	5	3%	8%	1.0%	35	1	-9	4%	4
O=C(COC(=O)c1ccc(Br)o1)NCc1cccs1	2	0%	2%	3.8%	-16	0	-4	-2%	3
CCc1cccc2c(=O)c(C(=O)NCCN3CCOCC3)c[nH]c12	4	0%	0%	3.7%	13	7	5	-5%	1
COCCOC(=O)C1=C(C)N=C2SCCC(=O)N2C1c1ccc(C(=O)OC)cc1 (configuration not stated)	2	-6%	-8%	0.8%	-4	3	-1	-2%	x
COc1ccc(CN(C(=O)CNC(=O)c2ccco2)C(C(=O)NCC2CCCO2)c2ccc(OC)c(OC)c2)cc1 (configuration not stated)	-10	-2%	-2%	1.6%	0	5	x	3%	-1
CCOc1ccccc1N1CCN(C(=O)Nc2ccc(Cl)c(Cl)c2)CC1	x	x	x	0.2%	-36*	1	2	x	-9
Cc1cc(Cl)ccc1OCC(=O)NNC(=O)C1CSC2(C)CCC(=O)N12 (configuration not stated)	11	0%	7%	0.2%	8	1	0	-2%	13
CCN1CCN(c2ccc(N3CCN(S(=O)(=O)c4ccc(C)c([N+](=O)[O-])c4)CC3)nn2)CC1	-8	2%	-25%	1.0%	-12	1	-6	-2%	1
COC(=O)CCC(=O)N1CCCC(C(=O)c2ccc(Cl)cc2C)C1 (configuration not stated)	-2	1%	0%	0.0%	9	4	-1	-2%	6
Nc1cc2c(cc1Br)[nH]c(=O)c1ccccc12	0	-1%	-4%	x	x	x	x	u	x

In the list so far, 2 contain bromine:
SMILES	RXFP1 antagonist	Vif-APOBEC3G blk	Vif-A3F inh	RXFP1 agonist	D1 antagonist	D1 ag	D1 PAM	GRP78 ERSR act	D2 potentiator
O=C(COC(=O)c1ccc(Br)o1)NCc1cccs1	2	0%	2%	3.8%	-16	0	-4	-2%	3
Nc1cc2c(cc1Br)[nH]c(=O)c1ccccc12	0	-1%	-4%	x	x	x	x	u	x

More entries follow:
SMILES	RXFP1 antagonist	Vif-APOBEC3G blk	Vif-A3F inh	RXFP1 agonist	D1 antagonist	D1 ag	D1 PAM	GRP78 ERSR act	D2 potentiator
COc1ccc(-c2nnc(-c3ccc(C)cc3)o2)cc1	-11	-12%	9%	0.2%	3	2	-4	-5%	-1
CC(C)OC(=O)CSc1nnc(COc2ccc([N+](=O)[O-])cc2)n1C	-7	1%	5%	0.2%	-18	1	0	u	0
O=C1CN(C(=O)COC(=O)c2cc(Cl)ccc2[N+](=O)[O-])c2ccccc2N1	7	-5%	-8%	x	x	x	x	-4%	x
O=C(CNc1ccccc1)Nc1ccc(F)cc1	-6	-2%	-6%	-3.4%	-24	3	7	5%	12
COc1ccccc1NC(=O)CCn1nc(-c2ccccc2)c2ccccc2c1=O	-5	x	x	7.2%	-3	9	-3	x	9
Cc1ccc(S(=O)(=O)N2CCN(C(=O)COC(=O)CSc3ccc(C)c(C)c3)CC2)c(C)c1	-7	0%	0%	-0.5%	-11	17	-3	-3%	1
O=C(Nc1ccc(S(=O)(=O)Nc2ncccn2)cc1)c1ccc(Br)s1	16	-4%	2%	16%	11	-3	5	6%	-1
C=CCc1cccc2cc(C(=O)OCC)c(=O)oc12	-1	-2%	1%	0.6%	18	-2	-2	-1%	10
COc1ccc(/C=C/C(=O)NC2CCN(Cc3ccccc3)CC2)cc1OC	-6	-4%	-6%	1.5%	-10	2	8	-2%	x
CCOC(=O)Nc1oc2ccccc2c(=O)c1CN1CCOCC1	5	-14%	-18%	2.2%	2	6	1	6%	-9
Cc1cc(C(=O)N/N=C/c2ccc([N+](=O)[O-])s2)c2ccccc2n1	14	-19%	-6%	-1.5%	7	3	-1	-5%	1
Cc1ccsc1C(=O)NC1CCCCC1C (configuration not stated)	-11	1%	0%	-0.3%	11	1	-1	1%	-2
Cc1ccc2c(c1)N(C(=O)CCC(=O)N1CCOCC1)CCO2	3	2%	7%	4.9%	-31*	3	-10	-2%	-6
CC(C)C[C@H](NC(=O)Nc1cccc(Cl)c1)C(=O)O	2	1%	-2%	1.3%	-7	3	-3	-4%	7
Cc1ccc(NC(=O)c2ccc(OC(=O)C(C)Oc3ccc(Cl)cc3C)cc2)cc1 (configuration not stated)	-6	0%	1%	-2.0%	-11	4	1	14%	6
O=C(Nc1ccsn1)c1ccc(Cl)cc1Cl	5	0%	-11%	4.5%	-19	1	-5	-1%	-8
Cn1cccc1Cc1nnc(SCC(=O)N2CCCCCC2)n1-c1ccc(F)cc1	-21	-2%	0%	2.6%	-3	3	-5	-2%	-5
CC(C)(C)c1ccc(C(=O)Nc2ncn[nH]2)cc1	-17	1%	4%	-2.6%	-11	1	-4	-1%	-4
O=C(COc1ccc(Cl)cc1)N(Cc1cccs1)C1CCS(=O)(=O)C1 (configuration not stated)	-7	-6%	-3%	2.8%	2	4	-3	-2%	14
CS(=O)(=O)c1ccc(C(=O)Nc2ccc(N3CCCC3)cc2)c(Cl)c1	2	-9%	-17%	-0.9%	-10	1	-6	0%	-1
COc1ccc(C(CC(=O)NC(C)c2ccc(-c3ccccc3)cc2)NC(C)=O)cc1 (configuration not stated)	1	-5%	-7%	-4.7%	-5	7	-3	-2%	-13
CCOC(=O)N=S(N)(=O)c1ccc(Cl)cc1 (configuration not stated)	3	3%	8%	0.3%	7	1	-5	-2%	31*
COc1ccc(N2C(=O)CSC23C(=O)N(CC(=O)NC2CCCC2)c2ccccc23)cc1 (configuration not stated)	12	1%	5%	2.5%	2	2	-7	-4%	-6
CSc1nnc(N(CCC#N)CCC#N)s1	-14	0%	4%	0.4%	-14	3	0	-2%	-6
COc1ccc([N+](=O)[O-])cc1NC(=O)c1ccc(CN(c2ccccc2)S(C)(=O)=O)cc1	17	-1%	2%	0.0%	-4	9	4	-2%	15
O=C(NCCc1cccc(F)c1)[C@@H]1CSC2c3ccccc3C(=O)N21 (some centres not stated)	-2	1%	1%	2.3%	-1	1	3	-3%	-9
Cc1ccccc1OCCCC(=O)Nc1ccc(N2CCOCC2)cc1	10	0%	-3%	0.0%	-23	6	-10	2%	-3
CCOc1ccc(NC(=O)CC2C(=O)Nc3ccccc3N2C(=O)c2ccccc2)cc1 (configuration not stated)	-8	-4%	-2%	0.7%	-11	5	0	-2%	-1
CCOc1cc(CNCc2cccnc2)ccc1OCC(=O)NC(C)(C)C	-3	0%	4%	4.7%	3	3	-6	-3%	-2
O=C(c1ccccc1)N1N=C(c2ccccc2)CC1c1ccc2nccnc2c1 (configuration not stated)	x	2%	0%	1.3%	3	0	-8	-2%	5
CCC(=O)Nc1ccc(C(=O)Nc2ccc(OC)cc2[N+](=O)[O-])cc1	27	0%	-5%	0.8%	-5	2	2	-4%	0

Compound activity deposited in PubChem BioAssay by National Center for Advancing Translational Sciences (NCATS).
